Screening data as filed in PubChem.
GalR3 antagonist: human GalR3 antagonism; O60755; HEK293 GalR3-CNG cAMP membrane potential fluorescence; galR3 body fused to GalR1 C-terminus; inhibition, % at 3 µM; hit rate 0.44% among 360,000;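 active = inhibition above the screen-wide average plus 3 SD, cut at about 13% in these data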;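 also: forskolin and galanin both at EC90 stimulate the cells; cAMP rise reported by CNG channel membrane potential dye signal; 0% = forskolin plus galanin with DMSO and 100% = forskolin alone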
CRFBP-R2 block: blocks CRF-induced signaling of the CRF-BP/CRF-R2 complex | HEK293 CRF-R2/CRF-BP, CRF-induced calcium fluorescence | inhibition, % at 11.8 µM | hit rate 0.59% among 350,000;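 active = inhibition of the ligand-induced calcium signal above about 50% at the single tested concentration, limit read from the data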
CHRM4 PAM: positive allosteric modulators of human muscarinic M4 receptor. CHO-K1 hM4/Gqi5, Fluo-8 calcium fluorescence, ACh EC20; 0% = ACh EC20, 100% = maximal ACh. P08173. activation, % at 3 µM. hit rate 0.4% among 360,000;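 active = activation above its plate's cutoff, the mean activation of sample wells plus 3 SD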; also: some results filed as inactive read as strong as hits
IDE cell inh: cellular human IDE inhibition; hit rate 0.41% among 320,000; inhibition, % at 5.59 µM; HEK cells, FAbetaB cleavage, fluorescence polarization; AID 434962;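 active = percent inhibition above the average of all tested compounds plus 3 SD, set per screening campaign, cut at about 16% in these data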;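 also: IDE supplied by intact live HEK cells; FP after avidin binding of uncleaved biotin substrate so inhibition keeps polarization high; 0% = DMSO wells and 100% = 60 µM reference IDE inhibitor Ii1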
IDE act: IDE (human) activation, cell-based; P14735; HEK cells, FAbeta-B cleavage, fluorescence polarization; 0% vehicle, 100% cell-free pure enzyme wells; activation, % at 5.96 µM; hit rate 0.073% among 340,000;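 active = activation above the mean of all tested compounds plus 3 SD, set per screening campaign, cut at about 17% in these data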
PHOSPHO1 inh: blocks human PHOSPHO1 phosphatase activity | Q8TCT1 | AID 1565 | hit rate 1.1% among 290,000 | inhibition, % at 13.3 µM | recombinant PHOSPHO1, absorbance phosphatase assay; in the data active = inhibition above about 60%
CRFR2-BP ag: CRF-BP/CRF-R2 complex agonism; HEK293 CRF-R2/CRF-BP, calcium dye fluorescence (FLIPR); percent of saturating CRF peptide response; activation, % at 13.2 µM; AID 588473; hit rate 0.46% among 350,000;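 active = activation of at least 50%, plus an integration ratio under a set limit after plate pattern correction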;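 also: plate controls were neutral control wells without compound for no effect and CRF at EC100 for full effect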
MEKK3 PB1 HTS: raises or lowers MEK5 binding to the human MEKK3 PB1 domain; Q99759; bead-based flow cytometry, Alexa488-MEK5 binding to MEKK3; actives lie on both sides; 0 = blocked by unlabeled MEK5, 100 = vehicle; binding response (% of control), % at 10 µM; hit rate 1.4% among 290,000; AID 1529;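 active = binding response more than 3 SD above or below the average of its plate-row segment, actives on both sides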;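 also: Alexa488 bead fluorescence after subtracting the streptavidin-only scavenger bead signal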
p-CIP stab down: p/CIP protein destabilization. AID 1984. F442A p/CIP-EGFP cells, EGFP fluorescence, 16 h. hit rate 0.01% among 290,000. decrease of EGFP signal, % at 10 µM;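 active = EGFP signal decrease of at least 30% at 10 µM or well 3 SD below plate mean, unless failing retest; inactive = the rest, including hits failing retest or dose response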; also: some compounds called inactive have numbers as strong as hits; many of its hits are not listed in these tables
An asterisk follows results filed as active; x = no result given.

Value order: GalR3 antagonist, CRFBP-R2 block, CHRM4 PAM, IDE cell inh, IDE act, PHOSPHO1 inh, CRFR2-BP ag, MEKK3 PB1 HTS, p-CIP stab down
CN1C(=O)/C(=C2\SC(=S)N(NC(=O)c3cccnc3)C2=O)c2ccccc21
    -10, 3, 2, -2, 4, 3, -2.0, 98, 6
CC(C)CCNC(=O)c1c(CSc2ccc(Cl)cc2)noc1C(=O)NCc1ccccc1
    -4, -1, 3, 1, 2, x, 4.2, 105, x
CC(C)c1c(C#N)c(N)nc(SCC(=O)c2cc3ccccc3oc2=O)c1C#N
    0, 50, -1, 5, 3, -14, 0.6, 107, -4
CCOC(=O)C1CCN(C(=O)COC(=O)CNC(=O)c2ccc(C(C)(C)C)cc2)CC1
    -5, -6, 2, 1, 1, x, 1.4, x, x
Clc1ccc(-c2csc(N3CCc4ccccc4C3)n2)cc1
    0, -7, 3, 0, 6, 33, -0.4, 108, 1
O=C(COC(=O)c1ccc([N+](=O)[O-])cc1Cl)Nc1cccnc1Cl
    -1, 7, 2, 2, 0, x, -0.7, x, x
O=C(O)c1cccc(-c2ccc(/C=N/n3cnnc3)o2)c1
    -7, 16, 2, 4, 0, 30, -1.8, 100, -7
O=c1[nH]c2ccccc2nc1C(F)(F)F
    1, -5, 0, 0, 6, -1, -0.6, 105, -3
O=C(Nc1cccc(S(=O)(=O)N2CCCCC2)c1)C1=NN(c2ccccc2)C(=O)CC1
    -7, 9, -2, 2, 0, x, -1.4, x, x
O=C(NNC(=S)NC(=O)c1ccccc1[N+](=O)[O-])c1ccccc1[N+](=O)[O-]
    -10, 4, 6, -1, 2, 85*, 0.5, 109, 0
CC(C)c1ccccc1-n1c(SCC(=O)N2CCN(c3ccccc3)CC2)nnc1-c1cccnc1
    -4, -4, 10, 11, -31, 5, -1.0, 111, -2
COc1ccc(NC(=O)Nc2ccc3c(c2)CC(=O)N([C@H](C)CO)C[C@@H](C)[C@H](CN(C)C(=O)Nc2ccccc2)O3)cc1
    -5, 5, 15, 1, 2, x, 0.4, x, x
O=C(Cn1cc([N+](=O)[O-])cn1)Nc1nc2ccccc2s1
    -2, 18, -7, 5, 1, 11, -1.1, 98, 13
CN(CC(=O)Nc1c(Cl)cccc1Cl)C(=O)c1sccc1-c1ccccc1
    -3, -4, 6, 0, -1, x, -1.9, x, x
O=C(/C=C/c1cccc([N+](=O)[O-])c1)N1CCN(C(=O)c2ccco2)CC1
    -9, 15, 1, 4, 4, -6, -2.4, 102, -1
Nc1nnc2c(C(F)(F)F)nc3ccccc3n12
    -11, -12, -3, 4, 2, 20, -1.0, 101, -6
CN(CC(=O)Nc1ccccc1C(F)(F)F)C(=O)C1CC1
    -7, 4, 10, -4, 3, x, -0.6, x, x
COc1ccc(-c2noc(CCN3C(=O)c4ccccc4C3=O)n2)cc1OC
    -4, 8, -4, 10, -2, 6, -1.4, 95, 0
CCCCNC(=O)COC(=O)C1CCN(S(=O)(=O)c2ccc3c(c2)OCCO3)CC1
    -3, 19, 0, 0, 3, x, -1.8, x, x
O=C1C2C3C=CC(C3)C2C(=O)N1c1n[nH]c(-c2ccccc2)n1 (stereo unspecified)
    -3, -3, 14, 2, 6, 17, -0.3, 105, -6
Cc1cc(NC(=S)NC(=O)/C=C/c2ccc(S(=O)(=O)N3CCOCC3)cc2)ccc1Br
    -1, -23, -5, 3, 4, 8, 5.3, 101, -2
COc1ccc(NC(=O)Nc2nnc(C(C)(C)C)s2)cc1
    -3, 58*, -20, 0, -11, -3, 3.6, 108, -19
Cc1ccc(NC(=O)Cn2c([N+](=O)[O-])cnc2C)cc1Cl
    -9, -9, -13, 7, -1, 14, 1.6, 99, -6
CC(C)(C)c1cc(NC(=O)Nc2ccccc2OC(F)(F)F)no1
    -10, -44, -10, -2, -2, 20, 2.2, 103, -1
O=C(Nc1ccccc1)c1cc2ccccc2o1
    -6, 2, 2, 0, 5, 18, -0.2, 109, 1
COc1ccc(-c2c(-c3ccccc3OC)oc3ccccc23)cc1F
    x, 6, 11, 0, 5, x, 2.5, x, x
CC1CCN(Cc2nnnn2-c2ccc(Cl)cc2)CC1
    -2, 14, -1, 0, 2, -4, -3.0, 104, 0
COc1cc(C(F)(F)F)c(C(=O)NCc2cccc(Cl)c2)cn1
    -4, 0, 1, 4, 6, 47, -0.7, 97, 2
O=C(NC(=S)NCc1cccnc1)c1cccc2ccccc12
    7, -16, 10, -4, 5, 19, -0.4, 95, -2
Cc1ccc2nc(SCC(=O)NC3CCCc4ccccc43)[nH]c2c1 (stereo unspecified)
    -2, -29, -6, 0, 3, -9, -2.1, 105, -7

Printed as active in CRFBP-R2 block (from the list above):
Value order: GalR3 antagonist, CRFBP-R2 block, CHRM4 PAM, IDE cell inh, IDE act, PHOSPHO1 inh, CRFR2-BP ag, MEKK3 PB1 HTS, p-CIP stab down
COc1ccc(NC(=O)Nc2nnc(C(C)(C)C)s2)cc1
    -3, 58*, -20, 0, -11, -3, 3.6, 108, -19

(continued)
Value order: GalR3 antagonist, CRFBP-R2 block, CHRM4 PAM, IDE cell inh, IDE act, PHOSPHO1 inh, CRFR2-BP ag, MEKK3 PB1 HTS, p-CIP stab down
Cc1cc2nc(SCC(=O)Nc3ccccc3C(=O)O)[nH]c2cc1C
    -9, -6, -3, 5, 10, 21, 0.0, 97, 8
Cc1cc2[nH]c3c4ccccc4nc(C)c3c2cc1C
    -15, -17, -5, x, 0, x, 0.3, x, x
CCC(=O)Nc1c(C(=O)Nc2cccc(OC)c2)oc2ccccc12
    -3, -6, 0, 5, 3, -21, -2.5, 105, -4
CCOc1cc(/C=N\NC(=O)c2c(C)nc3ccccn23)ccc1O
    -11, 1, 0, 0, 5, 29, -1.5, 103, 1
CNC(=O)/C(C#N)=C/c1cccc(Oc2ccccc2)c1
    -8, -16, 3, 5, -9, 39, -0.4, 100, -8
COc1cc(S(=O)(=O)N2CCC(c3nc4ccccc4s3)CC2)ccc1S(=O)(=O)N1CC(C)CC(C)C1 (stereo unspecified)
    -1, 1, 10, -2, 2, 7, -1.4, 92, -9
CCc1cc2cc3c(cc2nc1SCC(=O)OC(C)C)OCO3
    -5, -6, 4, 1, 12, 59, 1.7, 106, -4
COc1ccccc1N(CC(=O)NC1CCCC1)S(=O)(=O)c1ccc(C)cc1
    -7, -9, -1, 2, -4, 14, -1.0, 101, 3
S=C(NCC1CCCO1)Nc1ccccc1Cl (stereo unspecified)
    -5, 21, 1, -4, 3, -4, -0.7, 103, -1
Cc1cc(C)c(OCC(O)CN2CCN(C(=O)c3ccccc3)CC2)c(C)c1 (stereo unspecified)
    -10, -2, -2, 4, -2, x, -2.0, 102, -13
COc1cccc(C(=O)Nc2nc(-c3ccc4c(c3)OCO4)cs2)c1
    1, -26, 5, 11, -7, -2, 2.5, 114, -10
CC(=O)c1ccc(NC(=O)c2ccc(COc3ccccc3[N+](=O)[O-])o2)cc1
    5, 23, -11, 3, 4, -9, -3.4, 95, -6
c1ccc(NN=C(c2ccccc2)c2cccs2)cc1
    4, -17, 0, x, x, x, 0.1, x, x
CCC(C)Sc1ccc([C@@H]2[C@H]3C(=O)N(C)C(=O)[C@H]3[C@]3(C(=O)OC)CCCN23)cc1 (stereo partly specified)
    -4, 1, 10, -2, 7, x, -2.0, x, x
CCN(CC)CCSc1nnc2c3ccccc3n(Cc3ccccc3)c2n1
    -5, 1, -37, 10, 2, -25, -0.3, 104, -14
COC(=O)c1cn(C(=O)c2ccccc2F)nc1N
    x, 18, 0, -1, 3, 19, -3.9, 102, 1
O=[N+]([O-])c1ccc(Cc2nnc(-c3ccc(F)cc3)o2)cc1
    0, 4, 5, 3, 1, -8, -1.4, 100, 8
CC(C)(CNC(=O)C1CCCC1)CNC(=O)C1CCCC1
    -9, -13, -5, -9, 8, 2, -1.1, 98, 14
CC(=O)c1cccc(NC(=O)c2ccncc2)c1
    -5, 11, 9, -3, 3, 7, 0.2, 99, -3
N#CC1(NC(=O)COC(=O)c2cc(=O)[nH]c3ccccc23)CCCCC1
    -1, 18, 3, 0, 3, x, -1.3, x, x

Entries shown so far containing a Cl atom (8):
Value order: GalR3 antagonist, CRFBP-R2 block, CHRM4 PAM, IDE cell inh, IDE act, PHOSPHO1 inh, CRFR2-BP ag, MEKK3 PB1 HTS, p-CIP stab down
CC(C)CCNC(=O)c1c(CSc2ccc(Cl)cc2)noc1C(=O)NCc1ccccc1
    -4, -1, 3, 1, 2, x, 4.2, 105, x
Clc1ccc(-c2csc(N3CCc4ccccc4C3)n2)cc1
    0, -7, 3, 0, 6, 33, -0.4, 108, 1
O=C(COC(=O)c1ccc([N+](=O)[O-])cc1Cl)Nc1cccnc1Cl
    -1, 7, 2, 2, 0, x, -0.7, x, x
CN(CC(=O)Nc1c(Cl)cccc1Cl)C(=O)c1sccc1-c1ccccc1
    -3, -4, 6, 0, -1, x, -1.9, x, x
Cc1ccc(NC(=O)Cn2c([N+](=O)[O-])cnc2C)cc1Cl
    -9, -9, -13, 7, -1, 14, 1.6, 99, -6
CC1CCN(Cc2nnnn2-c2ccc(Cl)cc2)CC1
    -2, 14, -1, 0, 2, -4, -3.0, 104, 0
COc1cc(C(F)(F)F)c(C(=O)NCc2cccc(Cl)c2)cn1
    -4, 0, 1, 4, 6, 47, -0.7, 97, 2
S=C(NCC1CCCO1)Nc1ccccc1Cl (stereo unspecified)
    -5, 21, 1, -4, 3, -4, -0.7, 103, -1
